HSF1 inhib – HSF1 inhibitors in luciferase reporter cells, primary screen, cell-based, NIH3T3, luminescence | NIH3T3-HGL HSE-luciferase, MG132-induced, luminescence 8 h; stronger effect = lower value | activity change, negative = inhibition, % at 7.5 µM (by protocol) | actives 0.77% (n = 300,000) | AID 2098, 2009;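 active means more than half of replicate wells show activity change below -50%, luminescence cut by over half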;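 further: luciferase reports HSF-1 transcriptional activity via heat shock element; 0% = median of DMSO wells and -100% = zero luminescence signal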
GSK3A inh – blockers of GSK3A enzyme activity – biochemical, luminescence, cell-free homogeneous, HTS, primary screen | GSK-3 alpha kinase, ADP-Glo luminescence, 60 min | inhibition, % at 10 µM | actives 0.1% (n = 320,000);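 in the data active means inhibition above about 50%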;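 further: GST-tagged GSK-3 alpha with peptide substrate and 25 µM ATP; 0% = DMSO neutral wells and 100% = GW8510 positive control wells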
Target sequence (P49840 whole entry, looked up): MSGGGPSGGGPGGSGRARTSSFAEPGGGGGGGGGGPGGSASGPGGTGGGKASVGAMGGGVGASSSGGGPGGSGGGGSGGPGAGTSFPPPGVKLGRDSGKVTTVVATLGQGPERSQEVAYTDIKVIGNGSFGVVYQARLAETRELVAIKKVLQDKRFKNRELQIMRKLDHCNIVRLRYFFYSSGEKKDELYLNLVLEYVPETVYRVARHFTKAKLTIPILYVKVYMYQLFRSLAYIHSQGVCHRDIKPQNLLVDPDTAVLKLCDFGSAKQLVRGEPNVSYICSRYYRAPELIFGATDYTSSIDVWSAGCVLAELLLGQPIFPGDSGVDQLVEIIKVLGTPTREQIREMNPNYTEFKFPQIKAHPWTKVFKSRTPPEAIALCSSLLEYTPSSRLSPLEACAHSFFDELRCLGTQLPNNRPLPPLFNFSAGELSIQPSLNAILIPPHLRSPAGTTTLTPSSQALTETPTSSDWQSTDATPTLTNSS
HSP90 inh – HSP90 inhibitors, primary screen, cell lysate, luminescence. Heat shock protein HSP 90 (rabbit reticulocyte lysate; luciferase refolding). Rabbit reticulocyte lysate, luciferase refolding luminescence, 3 h. inhibition, % at 5.6 µM. actives 0.91% (n = 290,000). AID 1789, 2009;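 active means inhibition above the screen-wide mean plus 3 SD, computed separately per campaign, cut at about 16% in these data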;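 further: 0% = DMSO wells and 100% = 60 µM geldanamycin wells; inhibitors lower the luminescence because luciferase stays unfolded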
KLF5 inh – KLF5 expression inhibitors, primary screen, DLD-1 cells, luminescence. DLD-1 KLF5 promoter-luciferase reporter. inhibition, % at 5 µM. actives 0.23% (n = 290,000). AID 1700, 2009;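 active means inhibition above a per-plate limit of that plate's mean compound inhibition plus 3 SD, cut at about 60% in these data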;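 further: 0% = DMSO wells and 100% = LY294002 at 200 µM; higher means less KLF5 promoter-driven luciferase light; inactives centre near -14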
IEC-6 cytotox – cytotoxicity in IEC-6 intestinal epithelial cells, primary screen, cytotoxicity control for KLF5 inhibitor project, cell-based, luminescence; IEC-6 cytotoxicity, luminescence viability; actives 0.78% (n = 290,000); inhibition, % at 5 µM; AID 1825, 2009; in the data active means inhibition above about 22%;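 further: 0% = plate median of test compound wells and 100% = cytotoxic reference compound wells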
PolyA inh – polyadenylation inhibitors in yeast reporter cells, primary screen, luminescence, S. cerevisiae | AID 1875, 2009 | calls only at 12 µM | S. cerevisiae SKY197-pL101 polyadenylation reporter, beta-gal luminescence; efflux-impaired pdr1/pdr3 knockout yeast; score 100 = 6 SD above DMSO | actives 0.02% (n = 300,000);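 active means lowest replicate activity score at least 50, where 100 means six control SD above control mean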;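 further: yeast exposed to compound for 9 h at 30 °C; higher score means more reporter readthrough which indicates perturbed polyadenylation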
aSyn UTR inh – MLPCN primary screen, SNCA 5' untranslated region; inhibition, % (tested at 7.5 µM); alpha-synuclein 5'UTR reporter, inhibitor activity; actives 0.82% (n = 300,000); in the data active means inhibition above about 60%;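 further: H4 neuroglioblastoma cells stably carrying SNCA 5'UTR luciferase fusion; 0% = DMSO wells and 100% = positive control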
AI-2 QS mod – Vibrio harveyi AI-2 quorum sensing modulators, primary screen, JMH597 strain, luminescence/OD600 ratio | Vibrio harveyi JMH597 AI-2 luminescence/OD600 ratio, 9 h; stronger effect = lower value; strain lacks LuxN and CqsS sensors; 0 = neutral-control median | activity change, % at 7.5 µM | actives 0.4% (n = 300,000) | AID 2094, 2009; in the data active means activity change below about -75%, passing the limit was not always enough;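 further: luminescence divided by OD600 gain over 9 h not by final OD600 alone; inactives centre near 13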
HSF1 activator – HSF-1 activators, primary screen, NIH3T3-HGL cells, MG132 stress, luminescence, single point; NIH3T3-HGL HSF-1 luciferase reporter, 8 h; 100% = twice DMSO control signal; activation, % at 9 µM; actives 1.7% (n = 300,000); AID 504408, 2011;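 active means mean replicate activation of at least 50% with a set share of replicates each reaching 50%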;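 further: 0% = median of the neutral control wells and 100% = twice that signal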
GSK3B inh – human GSK3beta kinase inhibitors, primary screen, biochemical, cell-free homogeneous, HTS; GST-GSK3beta kinase, ADP-Glo luminescence, 60 min; stronger effect = lower value; activity score (negative = inhibition), % at 10 µM; actives 0.038% (n = 300,000); AID 2097, 2009;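 active means more than half of replicate wells score below -50%, meaning over 50% inhibition versus plate controls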;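 further: 0% = median DMSO wells and -100% = median GW8510 positive control wells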
Target sequence (P49841 whole entry, looked up): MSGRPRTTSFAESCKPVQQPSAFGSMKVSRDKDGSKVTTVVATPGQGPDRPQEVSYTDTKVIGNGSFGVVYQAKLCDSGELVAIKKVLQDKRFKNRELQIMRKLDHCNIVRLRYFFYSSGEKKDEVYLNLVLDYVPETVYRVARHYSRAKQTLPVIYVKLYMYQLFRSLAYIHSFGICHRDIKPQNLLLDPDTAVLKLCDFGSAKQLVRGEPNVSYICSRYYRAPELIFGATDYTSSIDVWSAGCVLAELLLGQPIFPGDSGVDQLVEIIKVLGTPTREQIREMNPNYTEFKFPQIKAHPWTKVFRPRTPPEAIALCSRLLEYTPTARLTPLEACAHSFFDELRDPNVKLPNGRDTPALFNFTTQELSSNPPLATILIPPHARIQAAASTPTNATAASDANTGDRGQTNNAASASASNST
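Test system: GST-fused GSK3beta enzyme, cell-free | Quantity: 1.6 ng GST-GSK3beta enzyme per well | Reagent: 25 µM ATP with peptide substrate | Schedule: 60 min enzyme reaction, room temperature | Signal: Luminescent ADP-Glo measurement of ADP formed | Read-out basis: Score relative to plate controls | Control set: DMSO and 20 µM GW8510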
Numbers without * were called inactive.

`Cc1ccc(C(C(=O)NC2CCCCC2)N(C(=O)c2csnn2)C2CCCC2)o1` (centres undefined) gave HSF1 inhib -8, GSK3A inh -2, HSP90 inh -1, KLF5 inh -7, IEC-6 cytotox 0, PolyA inh inactive, aSyn UTR inh 6, AI-2 QS mod 28, HSF1 activator 10 and GSK3B inh 1.
For O=C(COC(=O)c1ncc(Cl)c(Cl)c1Cl)NC1CCCCCC1 the results were HSF1 inhib 3, GSK3A inh 1, PolyA inh inactive, aSyn UTR inh -10, AI-2 QS mod 17, HSF1 activator 2 and GSK3B inh 0.
CCOC(=O)Cc1nn(Cc2nc(-c3ccc(C#N)cc3)cs2)c(=O)c2ccccc12 was read as HSF1 inhib 5, GSK3A inh -1, HSP90 inh 4, KLF5 inh -36, IEC-6 cytotox -2, PolyA inh inactive, aSyn UTR inh 2, AI-2 QS mod 21, HSF1 activator -9 and GSK3B inh 2.
`CS(=O)(=O)N(CC(=O)N1CCOCC1)c1cccc(Cl)c1Cl` gave HSF1 inhib -10, GSK3A inh 5, HSP90 inh 3, KLF5 inh -48, IEC-6 cytotox -5, PolyA inh inactive, aSyn UTR inh -3 and HSF1 activator 1.
Screening COC(=O)c1ccc(CN2C(=O)c3ccccc3C2=O)o1 returned HSF1 inhib -6, GSK3A inh 0, HSP90 inh -2, KLF5 inh -13, IEC-6 cytotox 4, PolyA inh inactive, aSyn UTR inh -6, AI-2 QS mod -45, HSF1 activator 6 and GSK3B inh -10.
`COc1cc2c(cc1OC)CN(C(=O)c1ccccc1C(=O)O)CC2` gave HSF1 inhib 3, GSK3A inh -1, HSP90 inh 1, KLF5 inh -26, IEC-6 cytotox -9, PolyA inh inactive, aSyn UTR inh 5, AI-2 QS mod 12, HSF1 activator -7 and GSK3B inh -1.
Screening COc1cc(/C=N/NC(=S)NC(C)C)ccc1OCC(=O)Nc1c(C)cc(C)cc1C returned HSF1 inhib -7, GSK3A inh -1, HSP90 inh 1, KLF5 inh -20, IEC-6 cytotox -2, PolyA inh inactive, aSyn UTR inh -13, AI-2 QS mod 8, HSF1 activator -1 and GSK3B inh 4.
`O=C(CS(=O)(=O)c1cn(Cc2ccc(F)cc2)c2ccccc12)N1CCOCC1` gave HSF1 inhib 3, GSK3A inh 0, HSP90 inh 4, KLF5 inh -12, IEC-6 cytotox 5, PolyA inh inactive, aSyn UTR inh -9, AI-2 QS mod -8, HSF1 activator 12 and GSK3B inh 2.
Screening O=C(CN1CC[n+]2c(-c3ccccc3)csc21)c1ccc(Br)cc1 returned HSF1 inhib -9, GSK3A inh -5, HSP90 inh -3, KLF5 inh -10, IEC-6 cytotox -9, PolyA inh inactive, aSyn UTR inh -1, AI-2 QS mod -22, HSF1 activator -10 and GSK3B inh -2.
Screening O=C(Nc1cc(Cl)ccc1C(=O)O)c1ccc(CN2C(=O)c3ccccc3C2=O)cc1 returned HSF1 inhib -4, GSK3A inh 0, HSP90 inh -2, KLF5 inh -14, IEC-6 cytotox 4, PolyA inh inactive, aSyn UTR inh 1, AI-2 QS mod 28, HSF1 activator -11 and GSK3B inh -1.
Screening C[C@H](NC(N)=O)C(=O)N1CCN(S(=O)(=O)c2ccc3ccccc3c2)CC1 returned HSF1 inhib 0, GSK3A inh -1, HSP90 inh -3, KLF5 inh 0, IEC-6 cytotox -3, PolyA inh inactive, aSyn UTR inh 3, AI-2 QS mod 16, HSF1 activator 11 and GSK3B inh 2.
Screening Cc1cc(C)n(-c2cc(=O)n(C)c(=O)n2C)n1 returned HSF1 inhib 17, GSK3A inh -1, HSP90 inh 0, KLF5 inh -26, IEC-6 cytotox -3, PolyA inh inactive, aSyn UTR inh 19, AI-2 QS mod -35, HSF1 activator 67* and GSK3B inh -1.
Screening COC(=O)c1cc2sccc2n1Cc1nc(-c2ccc(Cl)cc2)oc1C returned HSF1 inhib -6, GSK3A inh -4, HSP90 inh 0, KLF5 inh -9, IEC-6 cytotox 2, PolyA inh inactive, aSyn UTR inh 33, AI-2 QS mod 21, HSF1 activator -3 and GSK3B inh 2.
For O=C(Nc1ccc2c(c1)OCO2)c1c(F)cccc1F the results were HSF1 inhib 8, GSK3A inh 0, HSP90 inh 4, KLF5 inh -76, IEC-6 cytotox -1, PolyA inh inactive, aSyn UTR inh -125, AI-2 QS mod 13, HSF1 activator 19 and GSK3B inh -1.
`Cc1ccccc1-c1ccc(C(=O)Nc2cccc(F)c2)o1` gave HSF1 inhib 15, GSK3A inh 3, HSP90 inh -3, KLF5 inh -13, IEC-6 cytotox 3, PolyA inh inactive, aSyn UTR inh -128, AI-2 QS mod -13, HSF1 activator 15 and GSK3B inh -2.
Screening O=C(Nc1ccc(-c2nc3cc(Cl)ccc3o2)cc1)C1CCCO1 (centres undefined) returned HSF1 inhib 13, GSK3A inh -1, HSP90 inh -3, KLF5 inh -105, IEC-6 cytotox -5, PolyA inh inactive, aSyn UTR inh -81, AI-2 QS mod -1, HSF1 activator 6 and GSK3B inh 2.
Screening O=C(OCCN1CCCCC1)c1cccc(Cl)c1 returned HSF1 inhib 0, GSK3A inh 9, HSP90 inh 6, KLF5 inh -20, IEC-6 cytotox -4, PolyA inh inactive, aSyn UTR inh 7, AI-2 QS mod 2, HSF1 activator 12 and GSK3B inh -2.
`CCc1nc(SCC(=O)Nc2cccc(C(F)(F)F)c2)c2c(=O)n(C)c(=O)n(C)c2n1` gave HSF1 inhib -5, GSK3A inh 1, HSP90 inh 0, KLF5 inh -10, IEC-6 cytotox 3, PolyA inh inactive, aSyn UTR inh 49, AI-2 QS mod 20, HSF1 activator 1 and GSK3B inh 2.
`O=C(COc1ccccc1[N+](=O)[O-])N/N=C/C=C/c1ccco1` gave HSF1 inhib 6, GSK3A inh 1, HSP90 inh -1, KLF5 inh -15, IEC-6 cytotox -5, PolyA inh inactive, aSyn UTR inh -73, AI-2 QS mod 17, HSF1 activator 12 and GSK3B inh -1.
Screening CCOC(=O)c1c(-c2ccc(C)o2)csc1NC(=O)CN1CCC(C(N)=O)CC1 returned HSF1 inhib 5, GSK3A inh 10, HSP90 inh -3, KLF5 inh -9, IEC-6 cytotox -4, PolyA inh inactive, aSyn UTR inh 23, AI-2 QS mod 10, HSF1 activator 5 and GSK3B inh 3.
Screening O=C(CSCc1ccc(Cl)cc1)Nc1ccc(Br)cc1C(=O)O returned HSF1 inhib 4, GSK3A inh -9, HSP90 inh -4, KLF5 inh -17, IEC-6 cytotox -8, PolyA inh inactive, aSyn UTR inh -1, AI-2 QS mod 21, HSF1 activator -2 and GSK3B inh 5.
`Cc1ccc(N2CCN(S(=O)(=O)c3ccc(Cl)s3)CC2C)cc1` (centres undefined) gave HSF1 inhib 10, GSK3A inh 1, HSP90 inh 1, KLF5 inh -14, IEC-6 cytotox -10, PolyA inh inactive, aSyn UTR inh -9, AI-2 QS mod 13, HSF1 activator 16 and GSK3B inh -7.
For O=C(NCCCCCCNC(=O)C1CCCC1)C1CCCC1 the results were HSF1 inhib -1, GSK3A inh -1, HSP90 inh -2, KLF5 inh -45, IEC-6 cytotox -1, PolyA inh inactive, aSyn UTR inh -26, AI-2 QS mod 11, HSF1 activator -2 and GSK3B inh 1.
`O=[N+]([O-])c1cccnc1N1CCCCC1` gave HSF1 inhib 2, GSK3A inh -2, HSP90 inh -1, KLF5 inh 19, IEC-6 cytotox -7, PolyA inh inactive, aSyn UTR inh 14, AI-2 QS mod 19, HSF1 activator 1 and GSK3B inh -1.
Screening CN1C(=O)C2(C(C#N)=C(N)N(c3cc(Cl)cc(Cl)c3)C3=C2C(=O)CCC3)c2ccccc21 (centres undefined) returned HSF1 inhib 0, GSK3A inh 8, HSP90 inh 2, KLF5 inh -25, IEC-6 cytotox 1, PolyA inh inactive, aSyn UTR inh -12, AI-2 QS mod -3, HSF1 activator 2 and GSK3B inh -18.
Screening CCOc1ccc(CN(CC)C(=O)c2ccc3c(c2)[nH]c(=O)c(=O)n3CC)cc1OC returned HSF1 inhib -6, GSK3A inh 1, HSP90 inh -3, KLF5 inh -21, IEC-6 cytotox -6, PolyA inh inactive, aSyn UTR inh 13, AI-2 QS mod 11, HSF1 activator 2 and GSK3B inh -3.
Cc1cccc(N2C(=O)C3CCC(c4ccccc4)CC3C2=O)c1 (centres undefined) was read as HSF1 inhib 8, HSP90 inh 0, KLF5 inh -9, IEC-6 cytotox -10, PolyA inh inactive, aSyn UTR inh -5, AI-2 QS mod 9, HSF1 activator 9 and GSK3B inh 2.
C/C(=N\NC(=O)c1ccc(NS(=O)(=O)c2cccs2)cc1)c1cccs1 was read as HSF1 inhib -1, GSK3A inh 0, HSP90 inh -1, KLF5 inh -10, IEC-6 cytotox 0, PolyA inh inactive, aSyn UTR inh 6, AI-2 QS mod 6, HSF1 activator -1 and GSK3B inh 2.
`CN(C)Cc1ccccc1Sc1ccc(Br)cc1` gave HSF1 inhib -2, GSK3A inh 0, HSP90 inh -6, KLF5 inh -12, IEC-6 cytotox -6, PolyA inh inactive, aSyn UTR inh 3, AI-2 QS mod 7, HSF1 activator 3 and GSK3B inh 1.
`O=[N+]([O-])c1ccccc1CSc1nnc2ccccn12` gave HSF1 inhib 16, GSK3A inh -7, HSP90 inh 4, KLF5 inh -52, IEC-6 cytotox 1, PolyA inh inactive, aSyn UTR inh -121, AI-2 QS mod 7, HSF1 activator 24 and GSK3B inh 1.
`Cc1cc(N/N=C/c2ccccc2)nc(NCc2ccccc2)n1` gave HSF1 inhib 12, GSK3A inh 0, HSP90 inh 4, KLF5 inh -34, IEC-6 cytotox -11, PolyA inh inactive, aSyn UTR inh -20, AI-2 QS mod 27, HSF1 activator 1 and GSK3B inh 2.

3 structures already listed, arranged by heavy-atom count, ascending:
For O=C(Nc1ccc2c(c1)OCO2)c1c(F)cccc1F the results were HSF1 inhib 8, GSK3A inh 0, HSP90 inh 4, KLF5 inh -76, IEC-6 cytotox -1, PolyA inh inactive, aSyn UTR inh -125, AI-2 QS mod 13, HSF1 activator 19 and GSK3B inh -1.
`O=C(COc1ccccc1[N+](=O)[O-])N/N=C/C=C/c1ccco1` gave HSF1 inhib 6, GSK3A inh 1, HSP90 inh -1, KLF5 inh -15, IEC-6 cytotox -5, PolyA inh inactive, aSyn UTR inh -73, AI-2 QS mod 17, HSF1 activator 12 and GSK3B inh -1.
Cc1cccc(N2C(=O)C3CCC(c4ccccc4)CC3C2=O)c1 (centres undefined) was read as HSF1 inhib 8, HSP90 inh 0, KLF5 inh -9, IEC-6 cytotox -10, PolyA inh inactive, aSyn UTR inh -5, AI-2 QS mod 9, HSF1 activator 9 and GSK3B inh 2.

Only part of the results is shown. The share of hits here may be higher or lower than overall.
